Screens (PubChem BioAssay)
Pf Dd2 inh – qHTS Primary assay for Inhibitors of Plasmodium falciparum Dd2 growth in vitro | P. falciparum Dd2 growth, SYBR Green, 72 h | Potency, µM (doses to about 28.9 µM), for inactives: at the highest dose activity, negative = inhibition, most hits filed as inhibitors | 120,000 compounds, 4.3% hits; active means well fitted inhibition curve with a large enough effect; inconclusive means small, poorly fitted or top-dose-only effect; inactive means no such curve, though single readings can be large or run the other way;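 further: plate controls were DMSO vehicle for no effect and reference drug for full effect; nearly all actives have a fitted effect of over 65% in size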
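Readout: SYBR Green fluorescence, 485 nm excitation, 535 nm emission, after ~16 h lysis at 37C. Before that, Dd2-infected red cells (2.5% hematocrit) grew 72 h with compound, 29 uM top final concentration.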
The depositor's hits bear a star; i = inactive; ? = inconclusive; [ ] = dose if it differs, or a comment. Potency means the concentration at half of the fitted maximal effect. Some of the compounds tested; count on the stated rates, not on these rows.

SMILES	Pf Dd2 inh
CCOC(=O)CC(NC(=O)c1cc2cc(OC)ccc2oc1=O)c1ccc(OC)cc1 (stereo unspecified)	14.0%
CCOC(=O)c1scc(-c2ccccc2)c1S(=O)(=O)Nc1ccccc1F	-11.4%
COc1ccc(CNC(=O)Cn2c(C)cc3nc4n(c(=O)c32)CCCC4)cc1OC	-19.8%
COc1cccc(-c2ccnc3[nH]n(-c4ccccc4)c(=O)c23)c1	-8.2%
COc1ccc(OC)c(CNC(=O)C2Cn3cccc3C(=O)N2C)c1 (stereo unspecified)	?
CC(=O)Nc1ccc(CN2C[C@H](O)C[C@H]2c2nc(-c3cccc([N+](=O)[O-])c3)no2)cc1	2.4%[44.1 µM]
COc1ccc(CNC(=O)Cn2c(=O)n3nc(-c4ccc(OC)cc4)nc3c3ccccc32)cc1	40.1%[activator]
Cc1cccc(C(=O)Nc2c(-c3ccccc3)nc3cc(C)ccn23)c1	-4.4%
COc1ccc(C2=C(C(C)=O)Sc3nnc(-c4ccc(Cl)cc4)n3N2C(C)=O)cc1OC	1.41µM*
COC(=O)CN1C(=O)[C@@H]2C[C@@H](O)CN2C2(CN(Cc3cccs3)C2)C1=O	-14.3%[44.1 µM]
CCOc1ccccc1C(=O)N1CCC2(CC1)c1nccn1-c1ccccc1CN2C	16.2%[5.79 µM]
CCN(c1ccccc1)c1nnc(NC(=O)Nc2ccccc2F)s1	?
O=c1c2cccnc2n(Cc2ccc(Cl)cc2)c(=O)n1Cc1ccc(F)cc1	-13.0%
COC(=O)c1nnn(-c2ccc(Cl)cc2)c1C(=O)OC	-2.2%
COC(=O)c1ccc(Cn2c(SCc3cccc(C)c3)nc3ccncc32)cc1	?
CC(C)(C)NC(=O)N1C[C@@H](Oc2cccnc2)C[C@H]1C(=O)N1CCOCC1	31.9%[activator]
O=C1CSC2(C(=O)N(Cc3cccc(C(F)(F)F)c3)c3ccccc32)N1c1ccc(F)c(F)c1 (stereo unspecified)	11.2µM*
COc1ccc(-c2nc3sc(CCNS(=O)(=O)c4c(C)cc(C)cc4C)c(C)n3n2)cc1	10.4%
CC(C)CC(NC(=O)c1cc(S(N)(=O)=O)ccc1F)c1cccnc1 (stereo unspecified)	-17.4%
CN(C)[C@@H]1CN(Cc2ccc(F)cc2F)CC[C@@H]1CNC(=O)C1CC1	i
CCOC(=O)c1cnc2c(Cl)cccc2c1NCCN1CCOCC1	0.4%
O=C(N[C@H]1CCOC[C@H]1C1CCOCC1)c1ccccc1-c1ncc[nH]1	-24.2%
CC(C)Sc1ncc(Cl)c(C(=O)N(Cc2ccc(F)cc2)C2CCS(=O)(=O)C2)n1 (stereo unspecified)	i
Cc1noc(-c2cccc(OC3CN(C(=O)NC4CCCC4)C3)c2)n1	i[5.79 µM]
CN1CCN(Cc2ccc(-c3cnc4c(OCc5ccccc5)nccn34)cc2)CC1	?
Carrying on:
SMILES	Pf Dd2 inh
Cc1occc1C(=O)N1C[C@@H](CO)[C@H](c2nc(C3CC3)no2)C1	-2.0%
O=C(C1CC=CC1)N1CCC2(CC1)NCCc1c2[nH]c2ccccc12	?
Cc1ccc(-c2nc(CCNC(=O)c3ccc(C)c(C)c3)cs2)cc1	14.5%
Cc1ccccc1C(=O)n1nc(-c2cccnc2)nc1NCc1ccccc1	i
CC(C)CNC(=O)C1c2ccccc2C(=O)N(Cc2ccccc2)C12CCCC2 (stereo unspecified)	?
Cc1n[nH]c(C)c1CCc1nc2c3ccccc3nc(SCC(=O)Nc3ccc(F)cc3)n2n1	8.91µM*
COc1cccc(CNC(=O)CN2C(=O)COc3ccc(S(=O)(=O)N4CCCCCC4)cc32)c1	-9.7%
CCC(=O)Nc1ccc2nc(SCCOc3ccc(C)cc3OC)sc2c1	?
CCOc1ccccc1NC(=O)N1CCC(Oc2ccccc2-c2nc(C)no2)C1 (stereo unspecified)	?
CNC(=O)[C@@H]1CN(C(=O)CCc2ccc(OC)c(OC)c2)C[C@H]1CO	4.4%
COc1ccc(NC(=O)N2CCCC(Cn3cnc4cccnc43)C2)cc1Cl (stereo unspecified)	?
COc1ccccc1CNC(=O)CN1C(=O)c2cccnc2Oc2ccccc21	-15.3%
O=C1CCN(C(=O)c2cccnc2)CCCC(C(=O)N2CCN(Cc3ccccc3F)CC2)CCN1 (stereo unspecified)	-5.0%
Cc1ccc(C)c(NC(=O)c2nc(S(C)(=O)=O)ncc2N(Cc2ccc(C(C)(C)C)cc2)Cc2ccco2)c1	2.51µM*
COCC(=O)Nc1cc(C(=O)N2CCN(C(C)=O)CC2)c2c(c1)ncn2Cc1ccc(F)cc1	-2.5%
Cn1c(=O)c(=O)n(C)c2cc(S(=O)(=O)N3CCCC3C(=O)Nc3ccccc3F)ccc21 (stereo unspecified)	6.4%
Cc1ccc(NC(=O)N2CCC(CCNC(=O)CCC3CCCC3)CC2)cc1	-13.7%
COc1ccccc1CCNC(=O)C(=O)NCC(c1cccnc1)N1CCN(c2ccccc2)CC1 (stereo unspecified)	?
Cc1nn(C)c(C)c1S(=O)(=O)N(CC(=O)Nc1ccc(F)cc1F)c1ccc(C(C)C)cc1	?
COC(=O)c1ccc(CSc2nc3c([nH]c4ccccc43)c(=O)n2-c2cccc(Cl)c2)o1	?
O=C(CC1CCCN(c2cnn(CC3CC3)c(=O)c2)C1)NCc1ccccc1Cl (stereo unspecified)	?
CCOc1ccc(CNCc2c(C(=O)O)c(C)n(Cc3ccc(F)cc3Cl)c2C)cc1	57.3%[activator][5.79 µM]
CC1=C[C@@H](CNC(=O)N2CCOCC2)[C@H](C(C)C)C[C@H]1Cc1nc2ccccc2n1C	?
CCOc1ccccc1C1C(C(N)=O)=C(C)Nc2nc(-c3ccccc3Cl)nn21 (stereo unspecified)	-8.3%
CC(=O)c1ccc(NC(=O)NC[C@H]2C[C@@H]3CCN2C[C@@H]3CN2CCSCC2)cc1	?

Pulled one by one from the entries so far (4):
SMILES	Pf Dd2 inh
Cc1ccc(C)c(NC(=O)c2nc(S(C)(=O)=O)ncc2N(Cc2ccc(C(C)(C)C)cc2)Cc2ccco2)c1	2.51µM*
CCOc1ccccc1NC(=O)N1CCC(Oc2ccccc2-c2nc(C)no2)C1 (stereo unspecified)	?
Cc1ccccc1C(=O)n1nc(-c2cccnc2)nc1NCc1ccccc1	i
COc1ccc(NC(=O)N2CCCC(Cn3cnc4cccnc43)C2)cc1Cl (stereo unspecified)	?

Further structures follow:
SMILES	Pf Dd2 inh
COc1ccc(CCC(=O)N2CCCN(C(=O)C3CC3)C(c3ccccc3)CC(=O)NCC2)cc1 (stereo unspecified)	?
CC1=C(C(=O)NCc2ccccc2C)C2(CCCCC2)OC1=O	i
Cc1ccccc1N1Cc2c(ncnc2N2CCN(c3ncccn3)CC2)N(C)CC1=O	-0.5%
O=C1CC[C@]2(C(=O)NCc3ccccn3)CCCC[C@H]2N1CCc1ccccc1	?
COC[C@@H]1[C@H](NC(=O)C2(Cn3ccnc3)CC2)[C@@H]2CCO[C@H]12	5.9%
CCOc1ccc(N2CC(NC(=O)c3ccc(S(=O)(=O)N4CCCC4)cc3)CC2=O)cc1 (stereo unspecified)	58.0%[activator]
O=C(c1ccccn1)N1CCC(N2C(=O)C(OCC3CC3)C23CCOCC3)CC1 (stereo unspecified)	-1.1%
COc1cccc(NC(=O)N[C@H]2C[C@@H](c3nc(-c4ccc(OC(F)(F)F)cc4)no3)N(C)C2)c1	i
COc1ccc2ncc3c(-c4ccccc4)nn(-c4ccc(C)c(C)c4)c3c2c1	-17.2%
COCCCN1Cc2cc(NC(=O)Cc3ccc(OC)cc3)ccc2OC(C)C1=O (stereo unspecified)	i
CCc1ccc2oc(-c3ccc(C)c(NC(=O)c4cc([N+](=O)[O-])ccc4N4CCOCC4)c3)nc2c1	?
COCc1ccc2c(c1)c(OC(C)(C)C(=O)Nc1ccccc1)nn2Cc1cccnc1	-2.9%[44.1 µM]
CCNC(=O)CCc1c(C)nn(-c2cccc(C)c2)c1Oc1ccccc1	i
COCC(=O)NC1CCC12CCN(S(=O)(=O)c1cccc3cccnc13)CC2 (stereo unspecified)	-6.7%
CCOC(=O)c1scc(-c2ccccc2)c1S(=O)(=O)Nc1cc(OC)cc(OC)c1	-12.4%
Cc1cc(C)c2sc(N3CCN(C(=O)C4CC4)CC3)nc2c1	4.2%
C=CCNC(=O)N1CC[C@@H](CC(=O)O)[C@@H](CC2=NCCc3cc(OC)ccc32)C1	-9.6%[44.1 µM]
COc1cc(Cl)ccc1C(=O)N1C[C@@H](CO)[C@H](c2ccncc2)C1	-9.2%
O=C(c1ccccc1Cl)N1CCn2c(nnc2-c2ccccc2)C1	-19.6%[44.1 µM]
Cc1nn(C)c2c1c(-c1ccccc1)cc(=O)n2Cc1ccccc1F	-2.4%
O=C(c1cc(-n2cccn2)ccc1Cl)N1CCn2nc(CO)cc2C1	-5.3%
CC(=O)c1ccc(NC(=O)c2cn(-c3ccccc3)nc2-c2ccc(Br)cc2)cc1	?
Cc1noc(C)c1-c1cc2c(cc(-c3ccccc3)n2C)c(-c2ccnn2C)n1	?
COc1ccc(OC)c(CN2CCc3ncc(C(=O)NCc4ccccc4)n3CC2)c1	i
CCCc1noc(-c2cn(C3CCN(C(=O)c4cccc(N(C)C)c4)CC3)nn2)n1	3.55µM*

Molecules above with two or more sulfur atoms (five):
SMILES	Pf Dd2 inh
CCOC(=O)c1scc(-c2ccccc2)c1S(=O)(=O)Nc1ccccc1F	-11.4%
COc1ccc(-c2nc3sc(CCNS(=O)(=O)c4c(C)cc(C)cc4C)c(C)n3n2)cc1	10.4%
CC(C)Sc1ncc(Cl)c(C(=O)N(Cc2ccc(F)cc2)C2CCS(=O)(=O)C2)n1 (stereo unspecified)	i
CCC(=O)Nc1ccc2nc(SCCOc3ccc(C)cc3OC)sc2c1	?
CCOC(=O)c1scc(-c2ccccc2)c1S(=O)(=O)Nc1cc(OC)cc(OC)c1	-12.4%

(cont.)
SMILES	Pf Dd2 inh
O=C1NC(=NC2CCCCC2)C2(CCN(Cc3cccnc3)CC2)N1c1cc(F)cc(F)c1	43.4%[activator]
COc1ccccc1C(=O)N1CC(Oc2ccc(F)cc2C)C1	-19.6%[44.1 µM]
COc1cccc(CC(=O)N2CCCC3(C2)NC(=O)N(Cc2cc(C)ccc2C)C3=O)c1 (stereo unspecified)	16.1%
COCCCn1c(=N)c(C(=O)NC2CCCC2)cc2c(=O)n3ccccc3nc21	?
Cc1noc([C@H]2CCN(C(=O)C3CC3)C[C@H]2NC(=O)C2CC2)n1	i[5.79 µM]
C=CCNC(=O)[C@@H]1Cc2cn(Cc3cc(C)on3)c3cccc(c23)[C@H](CC(C)C)N1	-23.5%[44.1 µM]
COc1ccc(C(=O)N[C@@H]2CCC[C@@H]2C(=O)N2CCOCC2)cn1	13.7%
COc1ccc(Nc2nnc(-c3ccc(C)c(S(=O)(=O)N4CCOCC4)c3)c3ccccc23)cc1	?
COCCCN1CC2(CCC1=O)CCN(c1ncnc3onc(C)c13)CC2	-0.3%
O=C(Cc1cccc(Cl)c1)N1CCC(n2c(=O)[nH]c3ccccc32)CC1	?
COc1ccc(Cc2nc3ccc(C(=O)NCCc4ccc(Cl)cc4)cc3o2)cc1	i
COc1ccc(CCN2CCCC(CN(C)Cc3cnc[nH]3)C2)cc1 (stereo unspecified)	?
COC(=O)c1ccc2nc(CO[C@H]3CN(Cc4ccc(S(C)(=O)=O)cc4)C[C@H]3F)[nH]c2c1	?
CCCCCC(=O)Nc1nc2c(s1)C[C@@H]1[C@](C)(CO)[C@H](O)CC[C@@]1(C)[C@@H]2CC(=O)N1CCCCC1	?
COc1ccc(CN2C[C@H]3CN(Cc4cnn(C)c4)CCN3C2=O)cc1	2.7%[44.1 µM]
Cc1ccc(-n2c(C3CCN(C(=O)c4cc(F)ccc4Cl)CC3)n[nH]c2=O)cc1	i
COc1ccc2c(c1)c(=O)c(S(=O)(=O)c1ccccc1)cn2CC(=O)Nc1ccc(C)c(Cl)c1	i
CC(C)c1ccc(NC(=O)CCS(=O)(=O)c2ccc(Br)s2)cc1	i
CN(C(=O)CSc1nnc(-c2ccccc2F)o1)C1CCCCC1	0.8%
CC(=O)c1ccc(N2CCN(S(=O)(=O)c3ccc(-c4cnc(C5CC5)o4)cc3)CC2)cc1	30.1%[activator]
COc1ccc(NC(=O)c2c(NC(=O)COc3ccccc3)sc3c2CCC(C)C3)cc1 (stereo unspecified)	7.9%
COc1cc(C(=O)Nc2ccc3[nH]c(=O)sc3c2)cc(OC)c1OC	-9.9%
Cn1cnnc1CC1CCCN(C(=O)Nc2ccccc2)C1 (stereo unspecified)	-2.7%
Cc1ccc(NC(=O)N2CC3CCCN3c3ccccc32)cc1Cl (stereo unspecified)	?
Cc1cccc(N2CCN(C(=O)c3cc4c(=O)n(C)c5ccccc5c4s3)CC2)c1C	26.2%

Already shown: an excerpt of the list.
SMILES	Pf Dd2 inh
COc1cc(C(=O)Nc2ccc3[nH]c(=O)sc3c2)cc(OC)c1OC	-9.9%
Cn1cnnc1CC1CCCN(C(=O)Nc2ccccc2)C1 (stereo unspecified)	-2.7%

Continued.
SMILES	Pf Dd2 inh
CCN(CC)Cc1cnc2c(C(=O)N3CCC(N4CCCC4)CC3)cnn2c1	-0.3%
CC1Oc2ccc(NC(=O)C3CC3)cc2CN(Cc2cc(F)cc(F)c2)C1=O (stereo unspecified)	i
COc1cccc(CC(=O)N[C@@H]2C[C@H](Cn3cc(-c4cccnc4)nn3)[C@@H](O)[C@H]2O)c1	?
COc1cc(NC(=O)Cn2c(=O)n(CC(=O)NCCc3ccc(OC)c(OC)c3)c(=O)c3sccc32)cc(OC)c1	3.5%
O=C1NCc2ccccc2CC12CCN(Cc1ccccc1OC(F)(F)F)C2 (stereo unspecified)	?
CC(C)NC(=O)Cc1cccn1-c1cccc(Cl)c1	-4.0%
COCCN1CCCCCC(O)c2cc(C(=O)N(CCN(C)C)Cc3ccccc3)ccc21 (stereo unspecified)	?
CCc1nc2c(c(-c3ccc(OC)cc3)n1)CN([S+](=O)([O-])c1cccs1)CC2	?
O=C(CN1C(=O)CNC1=O)NC1CCCN(Cc2ccccn2)C1 (stereo unspecified)	-3.3%
